Coupling enz: inhibits coupling enzyme system, counter-screen for aldolase hits; activity change, negative = inhibition, % at 58.2 µM, hits read low; coupling enzyme system counterscreen, AmpLite Red fluorescence; 0.67% of 290,000 active; in the data active means activity change below about -30%; further: on the % scale 0 is the no-effect control and ±100 the full control effect
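Coupling enzymes only (glyceraldehyde-3-phosphate) + compound, at 57.5 uM final, 10 min RT; add substrate/coupling/AmpLite Red mix, 20 min RT; fluorescence ex 525/em 598 nm. Actives flag coupling-system interference.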
S-ASM inh: inhibitors of human secretory acid sphingomyelinase. P17405. placental ASM, HMU-PC fluorogenic substrate, 60 min. Potency, µM (titrated, usually from 57.5 µM), for inactives: at the top dose activity change, negative = inhibition, actives largely listed as inhibitors. 0.006% of 340,000 active; further: potency means the concentration at half of the fitted maximal effect
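Human placenta-derived ASM preincubated with compound 10 min at room temperature, then reacted with 9 uM (final) fluorogenic HMU-PC substrate for 60 min at 37 C. Stop solution raises pH to 10; fluorescence read at Ex 386/Em 447 nm.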
GALK inhibitor: galactokinase (human) inhibition; AID 1868; Potency, µM (titrated, usually from 57.5 µM), for the others: at the highest dose activity change, negative = inhibition, hits mostly inhibitors; Purified GALK, Kinase-Glo residual ATP luminescence; 0.007% of 270,000 active; P51570; further: potency means the concentration at half of the fitted maximal effect; on the % scale 0 is the no-effect control and ±100 the full control effect
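Luminescence from leftover ATP (Ultra-Glo luciferase/luciferin) served as read-out after a 1 h room-temperature reaction of 5 nM GALK with 35 uM ATP and 100 uM galactose.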
KCNH2 3.1 block: inhibitors of human KCNH2 3.1 potassium channel isoform; U2OS KCNH2 3.1, thallium flux FluxOr; active compounds read low; 0.95% of 340,000 active; AID 720553; activity change, % (tested at about 1.8 µM);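 active means maximum activity change below -70%; inconclusive means maximum activity change from -70% to -50%; inactive means maximum activity change above -50%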;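 further: thallium influx rate constant from kinetic fluorescence after stimulation buffer; on the % scale 0 is the no-effect control and ±100 the full control effect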
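Measured as rate of thallium-driven FluxOr signal in transduced U2OS cells carrying the 3.1 channel, read kinetically for 2 min upon stimulation; values are rate constants scaled to DMSO control wells.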
Integrin act MD: activates integrin-mediated alleviation for muscular dystrophy; Potency, µM (top dose mostly 38.3 µM), without a hit: top-dose activation, usual class: activators; AID 624291; 0.064% of 350,000 active; alpha7betagal myoblasts, beta-gal FDG fluorescence, 48 h;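 further: potency means the concentration at half of the fitted maximal effect; 100% = response of the positive control SU9516; nearly all actives have a fitted effect of over 60% in size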
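alpha7betagal+/- myoblasts (passage 13, 250/well) treated 48 h at 37C with compounds at 1:260 dilution of DMSO stock. Lysed, then beta-galactosidase activity read as FDG fluorescence (ex 480/em 540) after 30 min, with pre-read for autofluorescence.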
AT treatment: potential ataxia-telangiectasia treatment. […] A-T fibroblasts, KAP-1 phosphorylation AlphaLISA; neocarzinostatin DNA damage 30 min before lysis. Potency, µM (top dose mostly 57.5 µM), for inactives: at the highest dose activation, hits mostly activators. 0.19% of 320,000 active; further: potency means the concentration at half of the fitted maximal effect; % of control where 0% means no effect; nearly all actives have a fitted effect of over 45% in size
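ATM-like activity read as KAP-1 phosphorylation via AlphaLISA donor/acceptor antibody pairs after lysis and 6 hr at 25C. Cells were ATM-null patient fibroblasts ([…], hTERT), dosed 60 min, then exposed to the DSB inducer NCS for 30 min.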
MBNL1 CUG block: MBNL1-poly(CUG) RNA binding inhibition. 0.036% of 280,000 active. Q9NR56. Potency, µM (doses to about 57.5 µM), inactives show at the highest dose activity change, negative = inhibition, most hits filed as inhibitors. TR-FRET MBNL1-His/biotin-(CUG)12 binding, 665/545 ratio; active means well fitted inhibition curve with a large enough effect in the signal ratio, with a control signal flat, not every such curve was filed as active; inconclusive means small, poorly fitted or top-dose-only effect, or effect the other way, or a change in a side signal; inactive means no such curve, though single readings can be large or run the other way; the % refers to the signal ratio; further: potency means the concentration at half of the fitted maximal effect; on the % scale 0 is the no-effect control and ±100 the full control effect
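Compounds (final 92 nM to 58 uM) are added to His-tagged MBNL1 and biotin-(CUG)12, then terbium anti-His antibody and streptavidin-XL665 (5 nM final). After 60 min at room temperature, the 665/545 nm ratio is read.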
KCNH2 WT inh: KCNH2 (human, wildtype) channel inhibition. activity change, % at 1.84 µM. U2OS, BacMam KCNH2, thallium flux FluxOr; active compounds read low. AID 720551. 0.37% of 340,000 active;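 active means maximum activity change below -70%; inconclusive means maximum activity change between -70% and -50%; inactive means maximum activity change above -50%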; further: on the % scale 0 is the no-effect control and ±100 the full control effect
Target sequence (Q12809 whole entry, looked up): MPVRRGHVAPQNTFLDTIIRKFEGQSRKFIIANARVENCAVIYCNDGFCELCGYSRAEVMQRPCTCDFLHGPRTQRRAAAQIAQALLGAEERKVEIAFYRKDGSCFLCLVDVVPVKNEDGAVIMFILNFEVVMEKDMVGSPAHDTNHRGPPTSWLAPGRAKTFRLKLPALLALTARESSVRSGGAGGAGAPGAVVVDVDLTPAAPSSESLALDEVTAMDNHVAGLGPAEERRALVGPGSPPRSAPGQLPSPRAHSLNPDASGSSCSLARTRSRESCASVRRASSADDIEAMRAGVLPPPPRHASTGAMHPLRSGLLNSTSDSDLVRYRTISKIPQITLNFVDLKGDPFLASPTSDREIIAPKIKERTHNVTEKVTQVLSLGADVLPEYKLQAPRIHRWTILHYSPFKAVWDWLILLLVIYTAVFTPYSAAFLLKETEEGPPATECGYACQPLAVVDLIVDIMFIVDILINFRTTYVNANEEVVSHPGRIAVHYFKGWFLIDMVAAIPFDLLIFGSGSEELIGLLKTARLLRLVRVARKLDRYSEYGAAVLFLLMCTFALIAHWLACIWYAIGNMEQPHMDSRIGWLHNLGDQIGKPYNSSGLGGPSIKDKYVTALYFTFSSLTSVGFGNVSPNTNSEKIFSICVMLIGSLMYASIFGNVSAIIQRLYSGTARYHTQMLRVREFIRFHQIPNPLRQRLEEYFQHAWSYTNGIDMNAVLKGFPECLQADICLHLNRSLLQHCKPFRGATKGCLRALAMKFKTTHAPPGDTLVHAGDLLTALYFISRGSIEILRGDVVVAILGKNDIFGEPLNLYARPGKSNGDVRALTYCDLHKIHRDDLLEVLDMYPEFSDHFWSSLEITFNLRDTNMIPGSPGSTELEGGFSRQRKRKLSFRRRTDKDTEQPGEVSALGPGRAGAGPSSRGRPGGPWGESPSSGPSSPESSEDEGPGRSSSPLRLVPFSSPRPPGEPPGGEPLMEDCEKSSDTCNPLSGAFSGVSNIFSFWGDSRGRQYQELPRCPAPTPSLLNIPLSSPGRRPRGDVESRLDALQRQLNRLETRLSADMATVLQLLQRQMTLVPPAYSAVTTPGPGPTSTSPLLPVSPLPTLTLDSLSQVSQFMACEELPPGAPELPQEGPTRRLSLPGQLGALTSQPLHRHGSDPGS
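U2OS cells transduced with wild-type KCNH2 virus are loaded with FluxOr dye for 45 min, and thallium flux is measured in kinetic reads before and after stimulation buffer. Rate constants are normalized to DMSO controls.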
TRPV1 agonist: human TRPV1 agonism; TRPV1-expressing cells, Fluo-8 calcium influx, agonist mode; activation, % at 8.33 µM; 0.19% of 320,000 active; in the data active means activation above about 80%; inconclusive means between about 30% and that limit; further: 0% is about no effect
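TRPV1-expressing cells were cultured overnight at 35.5C and loaded with Fluo-8 calcium dye for 40 to 90 min at room temperature. After a 10 s baseline, compound was added and calcium influx was read kinetically for 3 min (ex 480/em 520 nm).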
MLL CXXC-DNA inh: inhibitors of human MLL CXXC domain-DNA interaction | Q03164 | MLL-CXXC / FITC-HOXA9 DNA fluorescence polarization | Potency, µM (top dose mostly 115 µM), for inactives: at the top dose activity change, negative = inhibition, hits mostly inhibitors | 0.037% of 290,000 active; active means well fitted inhibition curve with a large enough effect in the polarisation, with a control signal flat, not every such curve was filed as active; inconclusive means small, poorly fitted or top-dose-only effect, or effect the other way, or a change in a side signal; inactive means no such curve, though single readings can be large or run the other way; the % refers to the polarisation; further: potency means the concentration at half of the fitted maximal effect
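Steps: dispense CXXC domain solution (7 uM) → pin compounds or unlabeled HOX-A9 DNA control → 5 min ambient → add FLSN-HOX-A9 solution (50 nM) → spin → 30 min ambient → fluorescence polarization. Tris pH 7.5/NaCl/DTT/BSA buffer.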
* hit, by the source's call; i = inactive; ? = inconclusive; / = not tested or not shown; & = joins results of further samples; [ ] = remark or other dose. Unless noted, the call rests on the fitted dose curve; in most records, active means well fitted curve in the direction sought with a large enough effect; inconclusive means small, poorly fitted or top-dose-only effect, or another doubt; inactive means no such curve, though single readings can be large; an effect the other way counts as inactive or inconclusive.

Values run as follows: Coupling enz | S-ASM inh | GALK inhibitor | KCNH2 3.1 block | Integrin act MD | AT treatment | MBNL1 CUG block | KCNH2 WT inh | TRPV1 agonist | MLL CXXC-DNA inh
- COCCNC(=O)c1onc(CSc2nc3ccccc3[nH]2)c1C(=O)NCCOC
  0 | 1% | / | 1 | 6% | 1% | 0% | -4 | 0 | -9%
- Cc1ccc2nc(Cn3cc(C(F)(F)F)cc(Cl)c3=O)cc(=O)n2c1
  2 | 5% | 10% | 4 | 16% | 12% | 17% | -1 | 1 | -8%
- Brc1ccc2nc(N3CCN(c4ccccc4)CC3)sc2c1
  0 | 2% | 0% | ? | -10% | -3% | -9% | 0 | -1 | -5%
- Cc1c(Cl)c([N+](=O)[O-])nn1CCCC(=O)Nc1cccc(Cl)c1
  0 | -2% | 0% | 13 | 3% | -4% | 32% | 7 | 27 | 13%
- Cc1cc(NC(=O)CN(C)S(=O)(=O)c2ccc(-c3ccc(=O)[nH]n3)s2)ccc1Br
  0 | 0% | -3% | 17 | 3% | 5% | 14% | 10 | 21 | 21%
- COc1ccc(C(=O)N/N=C/c2ccc(N3CCOCC3)s2)cc1OC
  / | 145%[activator] | / | -7 | -19% | -4% | / | -14 | 3 | /
- O=[N+]([O-])c1ccc(N/N=C/c2cn(Cc3ccc(F)cc3)c3ccccc23)nc1
  1 | -20% | 0% | -19 | 7% | -2% | 12% | -3 | -1 | 17%
- COc1cccc(/C=N/Nc2cc(N3CCOCC3)ncn2)c1O
  0 | 177%[activator] | -6% | 5 | -26% | -16% | -3% | 5 | 17 | 9%
- CCOC(=O)COc1ccc2c(=O)c(-c3ccccc3)coc2c1
  0 | -3% | 6% | 8 | ? | 0% | -5% | 3 | 10 | 2%
- O=C(c1cc(COc2cccc(C(F)(F)F)c2)on1)N1C[C@H]2CC[C@H]1C2
  / | -1% | -5% | -15 | 0% | -3% | 0% | 2 | 0 | -1%
- O=C(CN1CCN(C(=O)c2ccco2)CC1)Nc1cc(C(F)(F)F)ccc1Cl
  -2 | 4% | 3% | -36 | -3% | 16% | -8% | ? | 3 | -4%
- O=C(Nc1ccccc1N1CCCC1)c1cc(Cl)ccc1Cl
  1 | 3% | 4% | 16 | -4% | 6% | -9% | 1 | 11 | -1%
- O=C(O)CC[C@@H](C(=O)O)N1C(=O)c2ccccc2C1=O
  -2 | -15% | 1% | -7 | / | -3% | -2% | 6 | -3 | -16%&9%
- Clc1nc(-c2ccccc2)ncc1Oc1ccccc1
  / | 5% | / | 10 | ? | / | / | 4 | / | /
- CC(=O)c1[nH]c(C)c(C(C)=O)c1C
  / | 2% | -2% | 10 | 25% | -3% | -16% | -13 | -2 | 6%
- Cc1cc(=O)n2nc(N3CCCC(C(=O)NCc4ccco4)C3)sc2n1 (stereo not given)
  0 | -1% | 0% | 2 | -8% | 3% | 7% | -7 | 1 | 4%
- O=C(CCN1CCCO1)NC1CCCc2c1cnn2-c1ccccc1F (stereo not given)
  / | 3% | -3% | -29 | 3% | 19% | 0% | -3 | 1 | 25%
- C/C(=N\NC(=O)C(C)Sc1ccccc1)C(C)(C)C (stereo not given)
  0 | 1% | / | -4 | 19% | -2% | -6% | 7 | 1 | 8%
- O=C(NCC1CCCO1)c1cn(-c2ccccc2)nc1-c1ccccc1 (stereo not given)
  8 | 5% | 2% | 0 | 1% | 5% | 6% | 13 | ? | -2%
- c1ccc(C(Cc2nc(-c3ccncc3)no2)c2ccccc2)cc1
  0 | 1% | 1% | 2 | -45% | 7% | 1% | 2 | / | 3%
- Cc1noc(C)c1NC(=O)Nc1cccc2c1O[C@H](CN(C)S(=O)(=O)c1cn(C)cn1)[C@@H](C)CN([C@H](C)CO)C2=O
  / | -4% | / | -1 | 16% | -5% | / | -4 | / | /
- CC(=O)NC1=NN(C(C)=O)C2(CCCC2)S1
  0 | 5% | 9% | 23 | -27% | 9% | -4% | -6 | -2 | -1%
- CCCNC(=O)NC(=O)COc1c(F)c(F)cc(F)c1F
  4 | 0% | -2% | -6 | 18% | 0% | -4% | -1 | 8 | 2%
- CCN(C(=O)COC(=O)c1cc(S(=O)(=O)N2CCOCC2)c(Cl)cc1Cl)C1CCS(=O)(=O)C1 (stereo not given)
  3 | -2% | 6% | 5 | 4% | -17% | -2% | 23 | 0 | -5%
- COC(=O)c1ccc(S(=O)(=O)N2CCN(C(c3ccccc3)c3ccccc3)CC2)n1C
  -1 | 2% | / | -12 | 0% | 15% | -10% | -2 | 3 | 2%
- Cc1nc(N)sc1-c1csc(Nc2cccc(C(=O)O)c2)n1
  -25 | 1% | -3% | 5 | ? | 1% | ? | 0 | -2 | -25%
- O=C(/C=C/c1cccc([N+](=O)[O-])c1)c1ccc2c(c1)OCCO2
  -1 | 12% | 1% | 8 | -43% | 5% | / | 1 | ? | -6%
- O=C(CSc1nnc(CNC(=O)c2cccs2)o1)Nc1ccccc1C(F)(F)F
  / | -1% | 0% | 10 | 21% | 4% | -5% | 4 | -1 | 7%
- Cc1ncsc1CCOC(=O)c1ccc(Cl)cc1
  -1 | 6% | 1% | 3 | ? | -5% | 2% | i | ? | 13%
- Cc1cc(Cl)c(OCCOCCN2CCC(C)CC2)c(Br)c1
  1 | 2% | 2% | -47 | -54%[inhibitor] | 5% | -6% | -10 | 6 | 0%

Single entries from the list:
Cc1cc(=O)n2nc(N3CCCC(C(=O)NCc4ccco4)C3)sc2n1 (stereo not given) in GALK inhibitor: 0%
CC(=O)NC1=NN(C(C)=O)C2(CCCC2)S1 in MBNL1 CUG block: -4%

(cont.)
Values run as follows: Coupling enz | S-ASM inh | GALK inhibitor | KCNH2 3.1 block | Integrin act MD | AT treatment | MBNL1 CUG block | KCNH2 WT inh | TRPV1 agonist | MLL CXXC-DNA inh
- COC(=O)c1ccc(/C=C/c2c(-c3ccc(OC)cc3)sc3ccccc23)cc1
  / | 44%[activator] | / | -2 | 21% | 6% | / | 5 | / | /
- COc1cccc(/C=N/NC(=O)c2cccc3ccccc23)c1OC
  / | -1% | / | -12 | 10% | / | / | -2 | / | /
- COC(=O)c1ccc(C2c3[nH]c4ccccc4c3C[C@H]3C(=O)N(C4CC4)CC(=O)N23)cc1 (stereo not given in full)
  1 | -9% | 0% | -7 | 13% | -4% | 3% | 0 | -2 | 3%
- COC(=O)c1ccccc1NC(=O)CCn1c(=O)oc2ccccc21
  / | -5% | -4% | 2 | ? | 4% | 3% | -1 | 6 | -5%
- COC(=O)c1ccc(NC(=O)c2ccc[n+]([O-])c2)cc1
  1 | -4% | -2% | 24 | 3% | 6% | -3% | 37 | 6 | -12%
- COc1ccc(CNC(=O)C2CCN(C(=O)N3CCOc4ccc(C)cc43)CC2)cc1
  4 | 3% | -1% | -5 | 16% | -2% | -4% | 2 | 7 | -5%
- Cc1ccc(C(=O)N(C)CC(=O)Nc2ccc(F)c(F)c2F)o1
  2 | 4% | 4% | -2 | 0% | 1% | -3% | 2 | -9 | 15%
- Cc1ccccc1-n1c([C@@H]2C[C@H]2c2ccccc2)n[nH]c1=S
  0 | 2% | 1% | 1 | 1% | 11% | / | -4 | / | -14%
- O=C(CCc1nc(-c2ccc(Cl)cc2)no1)OCc1ccc(Br)cc1
  / | -9% | / | 7 | -2% | / | / | -4 | / | /
- Cc1ccc(/C=C2\C(=N)N3N=C(CC(=O)N4CCOCC4)SC3=NC2=O)o1
  / | 0% | -5% | 6 | -12% | -15% | ? | 3 | 0 | 10%
- O=C1CCCC2=C1CC(C(=O)OCc1ccccc1)C(=O)N2Cc1ccccc1 (stereo not given)
  / | 7% | / | -6 | 19% | / | / | 17 | / | /
- CC1CN(C(=O)/C=C/c2cccc([N+](=O)[O-])c2)CC(C)O1 (stereo not given)
  / | -1% | / | -9 | 25% | / | / | 5 | / | /
- COC(=O)c1[nH]c2ccc(C)cc2c1NC(=O)NC1CCCCC1
  4 | 9% | 0% | -13 | 3% | 19% | 4% | -1 | ? | 4%
- Cc1ccccc1NC(=O)COc1ccc(Br)cc1C
  1 | 4% | -4% | 10 | 12% | 13% | / | 4 | 21 | -3%
- Cc1nn(C(C)C(=O)NCC2CCCO2)c(=O)c2cc3occc3n12 (stereo not given)
  4 | 2% | 3% | 3 | -4% | / | -2% | -8 | -3 | 0%
- COc1ccc(N2CCN(c3nc(Cl)nc(Nc4ccc(F)cc4)n3)CC2)cc1
  -2 | -9% | / | -13 | 27% | -4% | -1%[11.5 µM] | 5 | 0 | 0%
- CC(C)(C)NC(=O)C(c1ccc(O)cc1)N(C(=O)Cn1nnc(-c2ccc(F)cc2)n1)c1ccccc1F (stereo not given)
  -5 | -3% | 5% | 3 | -11% | 1% | 0% | -3 | 8 | -6%

Source: PubChem (National Center for Advancing Translational Sciences (NCATS))
